NCI-60 one-dose screen, 48 h, at 10 µM unless noted. Numbers give growth in % (100 = growth as untreated, 0 = no growth, -100 = all killed).
UACC-62: UACC-62 melanoma. 81,000 compounds, 5.4% hits. AID 1794756
HS 578T: HS 578T breast cancer; 78,000 compounds, 4.1% hits; AID 1794788
UACC-257: UACC-257 melanoma; 78,000 compounds, 4.4% hits
T-47D: T-47D breast cancer. 79,000 compounds, 5% hits. AID 1794792
SK-MEL-2: SK-MEL-2 melanoma | 77,000 compounds, 4.7% hits | AID 1794763
BT-549: BT-549 breast cancer. 78,000 compounds, 4.4% hits. AID 1794793
SK-MEL-28: SK-MEL-28 melanoma. 81,000 compounds, 4.1% hits
MALME-3M: MALME-3M melanoma; AID 1794766; 78,000 compounds, 5.8% hits
The depositor's hits bear a star; . = no result given. How the source made its calls: active means growth percent below 10; inactive means the rest.

SMILES	UACC-62	HS 578T	UACC-257	T-47D	SK-MEL-2	BT-549	SK-MEL-28	MALME-3M
Cc1cc(Cl)nc(N(CCCNc2ccnc3cc(Cl)ccc23)Cc2ccccn2)n1	55.9	78.6	53.5	.	64.2	54.0	68.0	73.2
O=C1/C(=C/c2ccc(-c3ccc(Cl)cc3)o2)SC(=S)N1CCc1ccc(O)cc1	50.5	36.6	42.0	43.9	58.5	64.6	93.6	76.7
C#C[C@]1(O)CC[C@H]2[C@@H]3CC=C4c5sc(-c6ccccc6)nc5CC[C@]4(C)[C@H]3CC[C@@]21C	91.6	62.0	84.6	92.7	92.0	86.2	61.2	97.5
CC(C)N(CCOC(=O)c1cc(Br)cc(-c2ccccc2)c1O)C(C)C	99.0	103.0	108.7	102.1	115.3	106.6	111.4	111.7
C#Cc1cccc(Nc2ncnc3ccc(NC(=O)c4cccs4)cc23)c1	86.2	60.1	108.6	82.8	84.0	65.6	87.8	95.2
Cc1ccccc1CC(=O)O	107.5	121.3	104.7	103.9	107.0	103.0	109.9	80.5
O=C(O)c1ccc(-n2cc(/C=N/Nc3ccccc3F)c(-c3cc4ccccc4oc3=O)n2)cc1	78.2	102.6	113.0	82.0	93.7	83.4	98.5	53.9
Cc1[nH]c(C(=O)Nc2ccccc2OCc2cccc(C(=O)NCCN)c2)c(Cl)c1Cl	92.6	92.6	103.7	46.5	107.0	97.2	84.3	58.4
COC(=O)CCCCI	94.6	108.0	102.2	107.7	.	107.9	100.9	98.7
Cc1ccc(NC(=O)NNC(=O)/C=C/c2cn(-c3ccccc3)nc2-c2ccc(Br)cc2)cc1	90.4	106.0	107.7	90.4	107.4	102.7	117.2	98.1
CCOC(=O)c1ncc(-c2ccc(C(F)(F)F)cc2)c(N2CCC(OCC)(OCC)CC2)n1	106.5	100.1	104.7	81.2	.	101.6	117.4	95.2
COc1cc2cc(Oc3ccc(NC(=O)Nc4ccc(Cl)c(Cl)c4)cc3)c(C)nc2cc1OCCN(C)C	99.3	111.6	103.0	94.8	106.4	104.0	109.9	116.4
Cc1cc(C)cc(Nc2ccc([N+](=O)[O-])c(NCCN3CCOCC3)n2)c1	36.6	21.6	76.1	56.3	43.4	9.3*	60.9	60.5
COc1ccc(/C=C2\Oc3cc(O)ccc3C2=O)c(OC)c1OC	109.4	114.0	103.4	103.7	95.3	106.1	112.1	96.4
COC(=O)c1cc(Cl)cc(C(=O)OC)c1	104.0	115.3	.	97.3	113.9	96.4	104.3	99.9
NS(=O)(=O)c1cc(Br)c2c(c1)S(=O)(=O)NCN2	111.2	110.3	94.5	102.4	102.0	108.1	110.4	121.0
O=C(c1ccc(O)c(O)c1)[C@@H](Cl)[C@]1(O)C(=O)Nc2ccccc21	88.7	98.5	103.8	103.5	107.0	102.4	103.3	88.3
COc1ccc(C(=O)Nc2ccc(OS(N)(=O)=O)cc2)cc1	104.8	103.7	110.2	103.5	106.3	96.0	110.5	118.4
CCOC(=O)NC(C(=O)OCC)C(OCC)OCC (centres undefined)	98.7	130.5	89.1	109.3	99.5	118.3	101.6	110.1
O=C(O)/C=C/C(=O)Nc1ccc(I)cc1	108.3	108.0	.	104.1	104.8	105.5	100.5	101.4
OCCCN1CCN(CCCO)CC1	100.5	106.4	90.9	101.4	114.6	101.6	107.4	112.8
Cc1ccc(/C=N/NC(N)=S)s1	102.0	106.2	108.7	100.2	101.8	113.4	112.9	108.2
O=C1CC(=O)N(c2cn3c(-c4ccc(Cl)cc4)csc3n2)N1	90.1	98.3	102.6	87.3	101.0	95.3	95.7	97.1
CC(O)CN1CC(O)=C(c2nc3ccccc3s2)C1=N (centres undefined)	102.2	104.3	118.7	103.7	95.1	109.1	131.2	97.6
C=CCC(=O)N[C@H](CO)Cc1ccc(-c2cc(Cl)cc(Cl)c2)cc1	75.5	100.7	.	75.9	96.9	72.3	109.1	89.1
SMILES	UACC-62	HS 578T	UACC-257	T-47D	SK-MEL-2	BT-549	SK-MEL-28	MALME-3M
COC(=O)c1ccc(C(C)C)cc1	99.4	119.5	90.9	82.3	115.5	85.6	110.4	99.9
Cc1ccsc1C(=O)CC(=O)C(F)(F)C(F)(F)C(F)(F)F	96.7	109.7	107.6	101.3	115.1	125.4	103.4	105.0
N#Cc1c(NCc2ccc(N3CCOCC3)cc2)oc(-c2ccccc2)c1-c1ccccc1	57.3	87.5	89.0	82.6	102.8	101.0	88.7	87.0
Cc1ccc(S(=O)(=O)N2CCC(=O)c3ccccc32)cc1	67.7	71.7	77.8	78.7	56.9	65.6	80.3	84.9
Cc1ccc(S(=O)(=O)N(C)c2c(Br)cc(Br)cc2C(N)=O)cc1	94.8	108.9	114.2	99.9	111.1	95.3	98.8	81.8
Cc1ccncc1NC=O	101.4	109.0	105.8	101.9	108.4	132.3	112.3	104.8
CC(C)(N)c1cn(Cc2ccc(Cl)cc2)nn1	97.9	105.2	100.6	97.2	103.6	101.5	108.6	111.5
COc1cc(/C=C2\Oc3cc(OCCN4CCCC4)ccc3C2=O)cc(OC)c1OC	99.0	92.9	99.8	.	108.9	99.2	100.8	102.1
CS(=O)(=O)Nc1ccc(C(=O)/C=C2/C(=O)Nc3ccc(F)cc32)cc1	89.9	100.3	103.2	88.9	118.7	106.8	109.9	88.2
NC(CSCc1ccccc1)C(=O)Nc1ccc([N+](=O)[O-])cc1 (centres undefined)	95.2	109.4	107.6	95.7	95.9	101.8	105.5	106.4
N#Cc1ccc(C(=O)C[n+]2ccc3ccccc3c2)cc1	101.6	94.2	101.2	93.7	103.2	95.1	98.5	86.4
CCC(CC)C(=S)N1CCN(c2ccccc2)CC1	93.9	111.5	108.9	98.0	105.4	90.3	105.5	86.7
CC(C)(Oc1ccc(C2CC2(Cl)Cl)cc1)C(=O)NCc1ccccc1 (centres undefined)	71.5	83.6	78.3	27.2	48.4	88.6	107.2	96.9
CN(C(=O)Nc1ccccc1)c1ccccc1	109.4	107.1	116.4	99.3	112.1	100.6	110.4	107.4
COc1cc(Br)cc2cc(C(=O)CSc3nnnn3-c3ccccc3)c(=O)oc12	82.5	106.3	89.0	91.6	104.3	114.2	104.7	105.2
COc1ccc(C2=NN(c3nc(-c4ccc(OC)c(OC)c4)c(C#N)c(=O)n3C)C(=O)CC2)cc1	.	101.0	.	84.9	95.2	109.3	.	94.3
COc1ccc2c(c1)/C(=C/c1c(-c3cc(OC)c(OC)c(OC)c3Br)nc3sccn13)C(=O)N2	69.2	83.2	109.9	90.1	87.3	86.2	123.1	62.1
O=C(O)c1cc(Br)c(O)c(Br)c1	71.3	116.7	100.5	114.4	106.2	92.3	104.4	109.4
COC(/C=C\C(OC)OC)OC	89.1	92.1	98.7	.	91.3	97.8	100.6	100.4
N#CC1=C(N)OC(C2CC2)=C(C#N)C1c1cccs1 (centres undefined)	90.4	101.0	90.0	.	117.0	99.7	112.5	97.5
COc1ccc(C2=C(C#N)C(N)=NN3C(=N2)C(c2nc4ccccc4s2)=Cc2cc(Br)ccc23)c(OC)c1	63.7	93.5	83.7	48.3	84.7	82.3	77.1	96.6
COc1ccc(/C=C/C(=O)c2ccc3cc(OC)c(OC)cc3c2)cc1OC	57.6	77.2	70.2	47.5	83.6	33.9	96.3	90.6
O=C1c2c(F)c(F)c(F)c(F)c2C(=O)C1C1CCCCC1	76.1	101.7	106.5	93.1	.	97.0	95.5	105.0
c1ccc2c(c1)OC1OC2Oc2ccccc21	92.5	92.9	100.6	100.3	87.7	93.2	103.5	112.7
COc1cc(C2CC(c3cccc(Br)c3)=NN2C(C)=O)cc(OC)c1OC (centres undefined)	14.8	34.6	81.7	69.7	59.1	-8.8*	70.2	54.2

In a second layout: results already given.
COC(/C=C\C(OC)OC)OC
  UACC-62 = 89.1
  HS 578T = 92.1
  UACC-257 = 98.7
  T-47D = .
  SK-MEL-2 = 91.3
  BT-549 = 97.8
  SK-MEL-28 = 100.6
  MALME-3M = 100.4
N#CC1=C(N)OC(C2CC2)=C(C#N)C1c1cccs1 (centres undefined)
  UACC-62 = 90.4
  HS 578T = 101.0
  UACC-257 = 90.0
  T-47D = .
  SK-MEL-2 = 117.0
  BT-549 = 99.7
  SK-MEL-28 = 112.5
  MALME-3M = 97.5
COc1ccc(C2=C(C#N)C(N)=NN3C(=N2)C(c2nc4ccccc4s2)=Cc2cc(Br)ccc23)c(OC)c1
  UACC-62 = 63.7
  HS 578T = 93.5
  UACC-257 = 83.7
  T-47D = 48.3
  SK-MEL-2 = 84.7
  BT-549 = 82.3
  SK-MEL-28 = 77.1
  MALME-3M = 96.6
COc1ccc(/C=C/C(=O)c2ccc3cc(OC)c(OC)cc3c2)cc1OC
  UACC-62 = 57.6
  HS 578T = 77.2
  UACC-257 = 70.2
  T-47D = 47.5
  SK-MEL-2 = 83.6
  BT-549 = 33.9
  SK-MEL-28 = 96.3
  MALME-3M = 90.6

Additional results
SMILES	UACC-62	HS 578T	UACC-257	T-47D	SK-MEL-2	BT-549	SK-MEL-28	MALME-3M
Nc1nc(NCc2cccc(Cl)c2)c2c(n1)[nH]c1ccc(O)cc12	.	67.4	.	58.9	84.2	75.8	.	92.6
CCc1ccc(Cc2cnc(NC(=O)c3cc(C)oc3C)s2)cc1	25.3	23.6	52.1	34.4	59.4	44.8	59.5	56.0
O=C(/C=C/c1cn(-c2ccccc2)nc1-c1ccccc1)NNC(=O)Nc1ccc(Cl)cc1	79.2	107.7	103.4	91.0	98.2	100.8	102.9	97.4
C[C@H]1O[C@H](O[C@H]2[C@H](O)[C@@H](O)[C@@H](O[C@H]3[C@H](O)[C@@H](O)C(O)O[C@@H]3CO)O[C@@H]2CO)[C@H](O)[C@@H](O)[C@@H]1N[C@H]1C=C(CO)[C@@H](O)[C@H](O)[C@H]1O (some centres undefined)	117.1	113.8	106.4	111.3	115.3	105.1	109.8	108.2
O=C(O)c1cn(C2CC2)c2cc(N3CCN(C(=O)CSc4nc(NS(=O)(=O)c5ccccc5)cc(=O)[nH]4)CC3)c(F)cc2c1=O	83.8	89.1	95.0	116.3	79.7	99.0	98.0	82.4
CCOC(=O)Cn1cnc2cc(C)c(C)cc21	112.3	109.0	.	103.4	104.1	108.6	106.6	104.2
CN1CCN(C2=Nc3ccccc3Cc3ccccc32)CC1	94.6	93.1	104.6	88.2	83.0	111.1	101.5	88.2
O=C(Nc1ccccc1Cl)N1CCC2N(C(=O)Nc3ccccc3Cl)CCC3N(C(=O)Nc4ccccc4Cl)CCC1N23 (centres undefined)	105.5	.	106.5	101.8	124.0	95.9	110.0	101.9
Cc1cc(NNc2cc(Br)cc(Br)c2)cc(C)c1Cl	83.6	96.3	72.7	79.1	91.8	87.5	93.3	85.5
Cc1cccc(OCCn2ccc(=O)n(CCOc3ccc(Cl)cc3C(=O)c3cc(C)cc(C)c3)c2=O)c1	49.0	72.1	97.9	63.4	84.4	95.8	83.6	86.7
O=c1oc2cc(OS(=O)(=O)c3ccc(C(F)(F)F)cc3)ccc2c2c1CCCCCC2	68.3	90.6	79.7	62.7	78.0	85.0	102.9	103.0
N#Cc1c(-c2ccccc2)nc2n[nH]c(N)c2c1N	91.1	96.0	90.2	84.4	106.0	107.7	116.9	104.0

High-throughput results: PubChem, NCI
